Polio RdRp inh = poliovirus RNA polymerase inhibition. P03300. poliovirus polymerase elongation, fluorescence polarization; active compounds read low. % elongation, % (compound at 16.7 µg/mL). 150,000 tested, 0.66% active; in the data active means % elongation below about 90%; further: some results filed as inactive read as strong as hits
Target sequence (P03300 1749-2209 limits assumed): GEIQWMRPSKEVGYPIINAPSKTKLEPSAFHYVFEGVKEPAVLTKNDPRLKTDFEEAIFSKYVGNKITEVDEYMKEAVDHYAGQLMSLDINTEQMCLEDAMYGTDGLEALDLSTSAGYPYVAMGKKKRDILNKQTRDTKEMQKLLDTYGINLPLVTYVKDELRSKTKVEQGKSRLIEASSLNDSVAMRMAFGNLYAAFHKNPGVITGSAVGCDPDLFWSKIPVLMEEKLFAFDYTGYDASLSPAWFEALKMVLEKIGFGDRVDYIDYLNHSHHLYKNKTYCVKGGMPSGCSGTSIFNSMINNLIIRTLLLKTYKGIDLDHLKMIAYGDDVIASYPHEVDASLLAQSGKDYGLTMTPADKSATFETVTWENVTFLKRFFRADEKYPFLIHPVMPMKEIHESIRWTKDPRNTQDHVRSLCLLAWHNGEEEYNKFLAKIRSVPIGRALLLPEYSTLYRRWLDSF
Polio RdRp inh FP z-score = second read-out of Polio RdRp inh, no call of its own (marks repeat the call); z-score; measured here: FP z-score; hits read low
* = called active by the depositor. Only part of the results is shown; the hit share may differ from the screen's.

SMILES	Polio RdRp inh	Polio RdRp inh FP z-score
CN(C(=O)CSc1nc(-c2ccccc2)cn1N)C1CCS(=O)(=O)C1 (stereo not given)	102	0.1
Cc1oc2c(c1C(=O)Nc1ccc(Cl)cc1F)C1=NCCN1C=N2	113	1.6
CC(C)(C)C1=C(C#N)C(c2cccs2)C(C#N)=C(NC(=O)NC(=O)c2c(F)cccc2Cl)O1 (stereo not given)	104	0.1
N#Cc1c(N2CCCC2)oc2nc3ccccc3nc12	103	-0.1
Cc1c2cnn(CC(=O)NCCCN3CCOCC3)c(=O)c2c(C)n1Cc1ccccc1F	105	1
C/C(=N\NC=O)c1ccccn1	105	0.4
CCc1ccc(NC(=O)CC2C(=O)N(c3ccc(C)cc3)C(=O)N2CCc2ccncc2)cc1 (stereo not given)	100	-0.5
COc1ccc(CNCc2ccc(C)cc2)cc1	102	-0.1
O=C(/C=C/c1ccco1)N1CCN(S(=O)(=O)c2ccccc2)CC1	100	-0.5
CC(=NCc1cccnc1)c1c(C)[nH]n(-c2nc3ccccc3s2)c1=O	98	-1.6
O=C(CCS(=O)(=O)c1cccc2nonc12)N1CCN(C(c2ccccc2)c2ccc(Cl)cc2)CC1 (stereo not given)	100	-0.1
C/C(=N\O)c1ccc2c(c1)CCO2	103	-0.5
Cc1cc2c(cc3c(SCc4ccc(Cl)cc4)nnc(C)n32)o1	105	-0.4
C(=N\N1CCOCC1)/c1ccccn1	104	0.3
Nc1nonc1OCc1ccc2c(c1)OCO2	102	-0.1
OC(Cn1cnc2ccccc21)Cn1c2ccccc2c2ccccc21 (stereo not given)	100	-0.1
CC1=C(C#N)C(c2cc(F)ccc2F)C(C(=O)OCc2ccccc2)=C(N)O1 (stereo not given)	107	0.6
Cc1occc1C(=O)N/N=C/C1CCCCC1	101	0.4
CCOC(=O)C1CCCN(Cc2nc(N)nc(Nc3ccc(Cl)cc3)n2)C1 (stereo not given)	100	-0.4
O=C1c2ccccc2C(=O)c2c1ccc(O)c2O	98	0
O=C(NCc1ccco1)c1cc(-c2ccc(Cl)cc2)oc1C(F)(F)F	100	-0.4
CCOc1ccc(-c2cn3c(n2)sc2cc(C(=O)NCCc4ccc(OC)cc4OC)ccc23)cc1	108	-0.7
CCc1nn2c(=O)cc(COC(=O)CNC(=O)COc3ccc(C)cc3)nc2s1	106	-0.1
CCN(CC)CCNC(=O)Cn1ncc2c3ccccc3n(Cc3ccc(Cl)cc3)c2c1=O	121	1.4
CCC(=O)N1c2ccccc2CC1C(=O)NCCc1cc(OC)c(OC)c(OC)c1 (stereo not given)	106	-0.1

Later entries:
SMILES	Polio RdRp inh	Polio RdRp inh FP z-score
COc1cccc(CNC(=O)C2CCN(S(=O)(=O)c3c(C)noc3/C=C/c3cccs3)CC2)c1	104	-0.1
COc1cccc(NC(=O)Cn2c(=O)oc3cc(S(=O)(=O)N4CCCCC4)ccc32)c1	103	-0.2
COc1ccc(N2CCC(CNC(=O)Nc3ccccc3)C2)cc1 (stereo not given)	99	-1.9
Cc1ccccc1Nc1c(-c2ccc(N3CCOCC3)cc2)nc2cccc(C)n12	108	-0.1
COc1ccc(N(C)C(=O)C2CCN(S(=O)(=O)c3cccc4nsnc34)CC2)cc1	101	-0.3
COC(=O)c1cc(S(=O)(=O)NCC2CCN(Cc3ccc(F)cc3)CC2)c[nH]1	105	-0.1
Cn1c(-c2ccccc2)c(C(=O)CC#N)c2ccccc21	105	0.6
CCC(=O)Nc1cccc(-c2nc3ccccc3[nH]2)c1C	100	0
CCc1nnc(SCC(=O)Nc2cccc(C(F)(F)F)c2)c2cc3oc(C)cc3n12	107	0
CC(=O)Nc1ccc(S(=O)(=O)NC2(C(F)(F)F)C(=O)Nc3c2c(=O)[nH]c(=O)n3-c2cccc(Cl)c2)cc1 (stereo not given)	105	0
CCC(=O)Nc1ccc2c(c1)ncn2-c1ccccc1	104	0.8
N#Cc1nc(-c2ccc(COc3ccc(Cl)cc3)o2)oc1N1CCCCC1	111	1
Cc1ccc(NC(=O)C2(C)Cc3ccccc3C(=O)O2)c(C)c1 (stereo not given)	107	0
Cc1nnc(SCc2cc(=O)c3cc(F)ccc3[nH]2)n1C	109	0.7
C=C(C)CN(CC)c1nc(N)c2c(N)nc3c(c2c1C#N)CC(=O)N3C12CC3CC(CC(C3)C1)C2	102	0
COc1ccc(CCN2CC(C#N)=C3c4cc(OC)c(OC)cc4CCN3C2)cc1OC	102	0.3
O=C1C(c2ccc(F)cc2)N(CCc2ccc(Cl)cc2)C(=O)CN1C1CCCCC1 (stereo not given)	109	0.2
Cc1cccc(OCCn2c(SCC(=O)O)nc3ccccc32)c1	108	0.6
CNC(=O)/C(C#N)=C/c1cn(CCOc2ccccc2)c2ccccc12	102	0.2
CC1=C(C(=O)OC2CC(C)CCC2C(C)C)C(c2ccc(Br)cc2)n2nnnc2N1 (stereo not given)	103	0.9
COc1cccc(C(=O)CC2(O)C(=O)Nc3ccc(Cl)cc32)c1 (stereo not given)	106	-0.7
Cn1c2c(c(=O)n(C)c1=O)CN(CC1CC1)CN2	107	0.7
CCC(CC)NC(=O)COc1nc2ccccc2nc1C	102	0.1
CN(C)S(=O)(=O)c1ccc2c(c1)N(CC(=O)Nc1cccc(C(F)(F)F)c1)C(=O)CS2	112	0.4
Cc1ccc(C)c(NC(=O)C(c2ccccc2)N2CCCCC2C(N)=O)c1 (stereo not given)	97	-0.5

New compounds follow.
SMILES	Polio RdRp inh	Polio RdRp inh FP z-score
CN(Cc1ccccc1)S(=O)(=O)c1ccc2c(c1)SCC(=O)N2	101	0.1
Cc1csc2nc(COC(=O)c3ccc(F)cc3)cc(=O)n12	109	0.6
CSc1ncc(C(=O)OC(C)c2nc3ccccc3c(=O)[nH]2)n1-c1ccc(F)cc1 (stereo not given)	104	0
CCn1c(-c2cc(OC)ccc2OC)csc1=Nc1ccc(O)cc1	87*	-1*
Cc1coc2cc3oc(=O)c(-c4ccccc4)cc3cc12	104	0.6
COc1cccc(N2CC(NC(=O)/C=C\c3ccc4c(c3)OCO4)CC2=O)c1 (stereo not given)	81*	-5.5*
COC(=O)c1ccccc1NC(=O)CSc1c2c(nc3ccc(Cl)cc13)CCCC2	106	0.4
Cc1cccc(NC(=O)c2ccc(CNS(=O)(=O)c3ccc4c(c3)C(C)(C)C(=O)N4C)cc2)c1	113	-0.2
CSc1nc(N)n(-c2cc(Cl)cc(Cl)c2)n1	100	-1.3
CCCCS(=O)(=O)c1nc(-c2ccc(Br)cc2)cc(-c2ccccc2)c1C#N	104	-0.1
C[C@@H]1O[C@@H](OC[C@H]2OC(Oc3c(-c4ccc(OCCO)c(OCCO)c4)oc4cc(OCCO)cc(O)c4c3=O)[C@H](O)[C@@H](O)[C@@H]2O)[C@H](O)[C@H](O)[C@H]1O (stereo not given in full)	101	0.2
Cc1ccc(CNC(=O)CCCN2C(=O)CCn3nc(-c4cccn4C)cc32)cc1	101	-1.5
CC(OC(=O)c1ccccc1Nc1ccc(SC(F)F)cc1)C(N)=O (stereo not given)	100	-0.1
CC(=O)N1CCc2cc(S(=O)(=O)NC(Cc3ccccc3)C(=O)Nc3ccc(C)cc3C)ccc21 (stereo not given)	104	0.1
CCOc1cc(/C=N/NC(=O)C(OC)c2ccccc2)ccc1O (stereo not given)	103	0.2
COc1ccc(Nc2nnc(SC3CCOC3=O)s2)cc1 (stereo not given)	98	-0.9
CCCCOc1cccc(C2c3c(-c4cc(C)ccc4O)n[nH]c3C(=O)N2CCOC)c1 (stereo not given)	110	0.7
O=C(CCc1nc2cccnc2n1-c1ccccc1)Nc1ccc2c(c1)OCO2	98	-0.4
Cc1ccc(Nc2nc(N)nc(CN3CCC(Cc4ccccc4)CC3)n2)cc1	104	0.4
COc1ccc(NC(=O)c2cc(C3CC3)nc3c2c(C)nn3-c2ccccc2)cc1OC	108	0.4
COc1cc(OC)c(NC(=O)N2CCc3c([nH]c4ccccc34)C2c2ccccc2F)cc1Cl (stereo not given)	106	0.1
N#C/C(=C\C=C\c1ccccc1)c1cccc(Cl)c1	101	-0.4
COc1cc(OC)cc(C(=O)OCc2c(C)noc2C)c1	102	0.1
O=c1cccc2n1CC1CC2CN(CCO)C1 (stereo not given)	109	0.7
CC(C)COC(=O)Oc1ccc(Br)cc1	99	-0.9

Other compounds
SMILES	Polio RdRp inh	Polio RdRp inh FP z-score
CC(NC(=O)c1ccc2c(c1)N(Cc1ccc(Cl)cc1)C(=O)CS2)c1ccccc1 (stereo not given)	104	-0.2
Cc1cccc(NC(=O)CC2OCCN(Cc3ccccc3)C2=O)c1 (stereo not given)	101	0.4
COc1cccc(C(=O)Nc2sccc2C#N)c1	127	2.5
COc1cc(Cc2nnc(C(=O)NCc3ccccc3)o2)cc(OC)c1OC	102	0.1
O=C1C2C3C=CC(C3)C2C(=O)N1CN(Cc1ccccc1)CN1C(=O)C2C3C=CC(C3)C2C1=O (stereo not given)	105	0.6
CCOc1ccc(-c2nc(-c3cc(C)n(C)c3C)cs2)cc1OC	143	5.7
Cc1ccc(NC(=O)c2oc3ccccc3c2NC(=O)Cc2ccccc2)cc1	110	1.9
Cc1ccc(Sc2ccc(/C=C(\C#N)C(N)=O)o2)cc1	101	0.3
O=C(Nc1ccc(OCC(O)Cn2c3ccccc3c3ccccc32)cc1)c1ccccc1 (stereo not given)	103	0.2
CCOc1nc(NCc2ccco2)nc(N2CC3CC(C2)c2cccc(=O)n2C3)n1 (stereo not given)	101	-0.3
CC(CSc1nnnn1-c1ccccc1)Cn1c(Br)nc2c1c(=O)[nH]c(=O)n2C (stereo not given)	102	-0.1
CC(=O)C1=C(c2ccc(C)c(C)c2)N(C(C)=O)n2c(nnc2-c2ccc(Cl)cc2)S1	109	0.7
Cc1ccc(S(=O)(=O)c2nc(-c3ccco3)oc2SCC(=O)Nc2ccc(F)cc2)cc1	106	0.4
COCc1c(C(=O)Nc2ccc(OC)cc2OC)oc2ccccc12	104	0.1
CCOC(=O)C1CCCN(Cc2ccc3ccccc3c2)C1 (stereo not given)	99	-0.2
CCc1ccc(-c2nc(N)sc2CC(=O)O)cc1	106	0.3
CC(O)CNc1nc2ccccc2n1Cc1ccc(C#N)cc1 (stereo not given)	100	-0.2
O=C(CCN1C(=O)c2ccccc2C1=O)OCc1ccco1	90*	-1.8*
O=C(OCC(=O)N1N=C(c2ccc(Cl)cc2)CC1c1ccco1)c1ccccc1 (stereo not given)	107	0.5
CC1CCCCN1CCCNC(=O)Cn1ncc2ccc(Cl)cc21 (stereo not given)	107	1.8
Fc1cccc(-n2ncc3c2ncn2nc(Cc4ccccc4)nc32)c1	108	-0.5
COC(=O)c1c(NC(=O)c2ccccc2)sc2c1CCC2	101	0
C/C(=N\OCc1nc2c3c4c(sc3ncn2n1)CCCC4)c1cccs1	101	-0.1
COc1cc(C2C(C(=O)Nc3ccccc3)=C(C)Nc3nc(SCC(=O)c4ccc(C)cc4)nn32)ccc1O (stereo not given)	110	0.7
O=C(Cn1nnc(-c2ccccc2)n1)OCc1ccccc1	105	0.5

Complete entries, looked up by structure. Values in the order: Polio RdRp inh | Polio RdRp inh FP z-score
`C/C(=N\OCc1nc2c3c4c(sc3ncn2n1)CCCC4)c1cccs1` is listed with 101 | -0.1
`O=C(OCC(=O)N1N=C(c2ccc(Cl)cc2)CC1c1ccco1)c1ccccc1` (stereo not given) is listed with 107 | 0.5

Continued:
SMILES	Polio RdRp inh	Polio RdRp inh FP z-score
CC(Sc1nnc(-c2cccs2)n1-c1ccccc1)C(=O)NC1(C#N)CCCCC1 (stereo not given)	106	0.4
CCOc1ccc2nc(N3CCCC(C(=O)Nc4c(C)cccc4C)C3)sc2c1 (stereo not given)	105	-0.4
Cc1ccccc1C(=O)Nc1scc(CC(C)C)c1C(=O)O	102	0.1
O=C(NCc1ccc2c(c1)OCO2)c1ccc(S(=O)(=O)N2CCCC2)cc1	101	-0.4
CC1CCCCN1CCNC(=O)CN1C(=O)CCSc2ccccc21 (stereo not given)	102	0
CC(C)(C)c1ccc(C(=O)COc2ccc(-c3nnco3)cc2)cc1	110	1.4
CN(C)N1C(N)=C(C#N)C(c2ccccc2)C2=C1CCCC2=O (stereo not given)	100	-0.3
Cc1ccn(CC(C)C(=O)O)n1 (stereo not given)	103	0.3
O=C(Nc1ccc(F)c(Cl)c1)C1Cc2ccccc2CN1S(=O)(=O)c1ccc(F)cc1 (stereo not given)	113	-0.1
CC1CCN(CC(=O)Nc2sc3c(c2C#N)CCCC3)CC1	103	0.4
S=C1NCN(Cc2ccccc2)CN1Cc1ccccc1	99	-0.3
O=C(NCCc1cn2ccccc2n1)c1ccccc1F	100	-0.4
Cc1ccc2nc(C)cc(Nc3ccccc3)c2c1	101	-0.1
CC1=Nc2ccccc2/C1=C/c1sc(=O)n(-c2ccccc2)c1O	102	0.1

6 compounds from above, sorted by molar mass, lowest first.
SMILES	Polio RdRp inh	Polio RdRp inh FP z-score
Cc1ccc2nc(C)cc(Nc3ccccc3)c2c1	101	-0.1
O=C(NCCc1cn2ccccc2n1)c1ccccc1F	100	-0.4
Cc1ccccc1C(=O)Nc1scc(CC(C)C)c1C(=O)O	102	0.1
CC1=Nc2ccccc2/C1=C/c1sc(=O)n(-c2ccccc2)c1O	102	0.1
CC1CCCCN1CCNC(=O)CN1C(=O)CCSc2ccccc21 (stereo not given)	102	0
CCOc1ccc2nc(N3CCCC(C(=O)Nc4c(C)cccc4C)C3)sc2c1 (stereo not given)	105	-0.4

Retrieved by compound from above:
SMILES	Polio RdRp inh	Polio RdRp inh FP z-score
Cc1ccc(C)c(NC(=O)C(c2ccccc2)N2CCCCC2C(N)=O)c1 (stereo not given)	97	-0.5
CN(C)N1C(N)=C(C#N)C(c2ccccc2)C2=C1CCCC2=O (stereo not given)	100	-0.3
O=c1cccc2n1CC1CC2CN(CCO)C1 (stereo not given)	109	0.7

Entries above containing bromine (4):
SMILES	Polio RdRp inh	Polio RdRp inh FP z-score
CC1=C(C(=O)OC2CC(C)CCC2C(C)C)C(c2ccc(Br)cc2)n2nnnc2N1 (stereo not given)	103	0.9
CCCCS(=O)(=O)c1nc(-c2ccc(Br)cc2)cc(-c2ccccc2)c1C#N	104	-0.1
CC(C)COC(=O)Oc1ccc(Br)cc1	99	-0.9
CC(CSc1nnnn1-c1ccccc1)Cn1c(Br)nc2c1c(=O)[nH]c(=O)n2C (stereo not given)	102	-0.1

Compound activity (PubChem)
